# AP ELISA ortho: orthogonal test for alternative complement pathway inhibitors | Human serum alternative complement pathway, LPS-coated ELISA, C3 deposition; tested in compound mixtures | inhibition, % at 5 µM | 62,000 compounds, 0.08% hits | AID 1235;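 active means inhibition above 30% in each of the two pooled mixtures holding the compound, so the lower value exceeds 30%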;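 further: 0% = serum in Mg-EGTA without compound and 100% = EDTA serum blank; some compounds past the cut are filed as inactive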
#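 Test system – human serum alternative complement pathway, C3 deposition on LPS-coated wells · Buffer or medium – diluted human serum in Mg2+-EGTA GVB++ · Compound dosing – 5 µM each compound, pools of ten, 50 µM per pool · Schedule – 1 h serum-compound exposure at 37 °C · Measured by – Anti-C3 ELISA, OD 450 nm · Read-out basis – percent inhibition of C3 deposition onto LPS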
# Hsp90 block: displaces geldanamycin probe from tumor Hsp90. NCI-N417 lysate Hsp90, Cy3B-geldanamycin FP displacement. inhibition, % at 30 µM. 64,000 compounds, 0.35% hits. AID 429;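 active means inhibition above 50%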;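 further: 0% = tracer plus lysate wells and 100% = tracer alone without lysate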
# D1 mod: allosterically modulates the human D1 dopamine receptor; 58,000 compounds, 5.9% hits; B-score at 10 µM; AID 641; HEK293 D1, CRE-luciferase, dopamine EC30 potentiation; actives deviate in either direction; P21728;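 active means luminescence count or its row- and column-corrected plate score outside the 99.7% band of the plate's sample wells, on either side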
# Target sequence (P21728 whole entry, looked up): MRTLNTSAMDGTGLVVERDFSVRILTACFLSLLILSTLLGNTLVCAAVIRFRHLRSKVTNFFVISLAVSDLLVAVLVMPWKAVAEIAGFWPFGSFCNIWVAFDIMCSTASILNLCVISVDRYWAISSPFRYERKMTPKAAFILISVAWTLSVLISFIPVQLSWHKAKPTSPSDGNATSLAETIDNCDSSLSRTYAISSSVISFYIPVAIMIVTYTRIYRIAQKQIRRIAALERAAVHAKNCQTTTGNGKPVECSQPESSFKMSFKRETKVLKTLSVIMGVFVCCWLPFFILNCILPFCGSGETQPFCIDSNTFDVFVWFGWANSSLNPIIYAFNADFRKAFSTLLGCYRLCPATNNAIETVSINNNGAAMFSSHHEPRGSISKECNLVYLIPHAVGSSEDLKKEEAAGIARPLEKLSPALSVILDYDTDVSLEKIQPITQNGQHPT
# tolC growth inh: E. coli tolC mutant growth inhibition. E. coli BW25113 tolC mutant growth, OD615. growth inhibition, % at 10 µM (by protocol). 65,000 compounds, 2.2% hits. AID 573;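 active means growth inhibition at or above a cutoff equal to the mean over every tested compound plus 3 SD, cut at about 60% in these data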;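 further: growth measured after 20 h incubation at 37 °C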
#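 Test system: tolC-deleted E. coli BW25113 | Medium: LB with kanamycin 50 µg/mL | Compound dosing: Single concentration, 10 µM final per compound | Schedule: 37 °C, 20 h exposure | Measured by: OD at 615 nm | Evaluation: Percent growth inhibition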
# MKP-1 inh: inhibitors of human MKP-1 phosphatase; P28562; recombinant MKP-1, OMFP hydrolysis fluorescence; inhibition, %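 (compounds tested at a single concentration somewhere between 10 and 100 µM)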; 65,000 compounds, 0.15% hits;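 active means inhibition above about 50%, limit read from the data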;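 further: 0% = DMSO max control wells and 100% = wells with enzyme stopped by NaOH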
# E coli RNAP: Escherichia coli RNA polymerase inhibition; E. coli RNA polymerase, fluorescence transcription assay; inhibition, %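 (tested at 10 µM)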; 62,000 compounds, 0.2% hits; AID 559; in the data active means inhibition above about 20%;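 further: 0% = enzyme without compound and 100% = no enzyme blank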
# CatB block: blocks human cathepsin B protease activity; inhibition, %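 (tested at 10 µM)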; 63,000 compounds, 0.1% hits; purified cathepsin B, fluorogenic substrate, fluorescence; P07858; AID 453; in the data active means inhibition above about 21%;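 further: 0% = enzyme with no compound and 100% = no enzyme blank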
# Cdc25B inh: human M-phase inducer phosphatase 2 inhibition | inhibition, %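 (compounds tested at 10 µM final in the well)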 | 65,000 compounds, 0.1% hits | P30305 | recombinant Cdc25B, OMFP fluorescence Ex485/Em525 | AID 368; in the data active means inhibition above about 50%
# Target sequence (P30305 whole entry, looked up): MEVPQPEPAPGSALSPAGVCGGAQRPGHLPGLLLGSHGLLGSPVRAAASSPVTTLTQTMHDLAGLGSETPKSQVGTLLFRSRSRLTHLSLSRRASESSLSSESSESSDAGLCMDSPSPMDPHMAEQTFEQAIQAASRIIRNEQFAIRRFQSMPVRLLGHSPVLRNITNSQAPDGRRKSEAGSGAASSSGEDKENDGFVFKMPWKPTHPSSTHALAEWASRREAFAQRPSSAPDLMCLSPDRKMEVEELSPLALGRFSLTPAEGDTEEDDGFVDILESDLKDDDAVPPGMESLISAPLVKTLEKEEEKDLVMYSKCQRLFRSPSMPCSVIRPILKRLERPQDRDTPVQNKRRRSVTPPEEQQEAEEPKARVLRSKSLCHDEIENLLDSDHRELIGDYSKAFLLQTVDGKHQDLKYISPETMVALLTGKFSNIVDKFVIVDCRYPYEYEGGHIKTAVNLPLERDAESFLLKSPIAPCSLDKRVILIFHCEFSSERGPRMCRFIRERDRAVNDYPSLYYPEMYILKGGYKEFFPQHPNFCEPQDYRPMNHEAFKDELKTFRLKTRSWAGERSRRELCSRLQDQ
# CatB mixtures: human cathepsin B inhibition by mixtures; inhibition, %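 (ten-compound pools at 5 µM per compound and 50 µM total)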; 62,000 compounds, 0.06% hits; AID 488; P07858; Purified cathepsin B, AMC dipeptide fluorescence, compound mixtures; in the data active means inhibition above about 22%, passing the limit was not always enough;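 further: 0% = enzyme without compound and 100% = no enzyme blank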
# * = called active by the depositor; . = not tested or not shown.
SMILES,AP ELISA ortho,Hsp90 block,D1 mod,tolC growth inh,MKP-1 inh,E coli RNAP,CatB block,Cdc25B inh,CatB mixtures
Cc1cccc(N(CC(=O)N2CCCC2)S(=O)(=O)c2ccccc2)c1C,-22,-1,-0.73,1,2,-2,8,-14,4
Cc1nnc(SCC(=O)Nc2ccc(Cl)cn2)n1Cc1ccccc1,16,1,0.27,-9,-6,5,4,-5,3
CCn1c(SCC(=O)c2ccc(CNC(C)=O)o2)nnc1-c1cccs1,.,-2,-0.054,0,27,.,.,-8,.
COCCNC(=O)Cn1nc(C(F)(F)F)cc1C,-2,-1,-0.62,-6,13,3,2,-5,3
Nc1ccc2oc(=O)c3ccccc3c2c1,-3,-10,1.7,21,-10,8,0,-5,1
COc1ccccc1Oc1ccc2c(c1)C(=O)N(c1ccc(O)cc1)C2=O,15,-3,-0.7,4,-9,2,6,-4,-6
CCSc1nc2cc(C(=O)OC)ccc2c(=O)n1CC,.,-4,10*,22,0,.,.,-10,.
CC(C)c1nc(C#N)c(NCCCn2ccnc2)o1,9,-1,1.5,-9,1,2,4,-1,3
O=C(CSc1nnnn1C1CCCC1)NCc1ccc2c(c1)OCO2,21,-4,2,0,-1,2,-1,-7,3
CCOc1ccc(Oc2nc(NCC(C)C)nc(OC)n2)nn1,4,0,0.0099,-13,-4,9,4,-3,3
CC(NC(=O)c1ccccc1)c1nc2ccccc2n1Cc1ccc(C#N)cc1 (stereo not drawn),15,-5,-0.56,5,27,2,0,4,1
CCOC(=O)c1sc2nc(NC(=O)C(C)(C)C)sc2c1C,9,-4,-3.7,35,-6,8,-3,-9,8

# Whole records from above.
# Results for CC(NC(=O)c1ccccc1)c1nc2ccccc2n1Cc1ccc(C#N)cc1 (stereo not drawn) = AP ELISA ortho = 15; Hsp90 block = -5; D1 mod = -0.56; tolC growth inh = 5; MKP-1 inh = 27; E coli RNAP = 2; CatB block = 0; Cdc25B inh = 4; CatB mixtures = 1
# Results for COCCNC(=O)Cn1nc(C(F)(F)F)cc1C = AP ELISA ortho = -2; Hsp90 block = -1; D1 mod = -0.62; tolC growth inh = -6; MKP-1 inh = 13; E coli RNAP = 3; CatB block = 2; Cdc25B inh = -5; CatB mixtures = 3

# (listing goes on)
SMILES,AP ELISA ortho,Hsp90 block,D1 mod,tolC growth inh,MKP-1 inh,E coli RNAP,CatB block,Cdc25B inh,CatB mixtures
Cc1cc(NC(=O)c2noc3c2CCCCC3)nn1Cc1ccc(Cl)cc1,5,0,0.088,-21,-2,7,0,-7,8
CCC(C)(C(=O)NC1CCCCC1)N(CC1CCCO1)C(=O)c1ccccn1 (stereo not drawn),2,-3,-0.28,0,1,9,1,1,-12
COc1ccc(OC)c(NC(=O)C(CC(=O)O)NCc2ccco2)c1 (stereo not drawn),7,4,-0.23,-15,7,3,0,-2,5
CC(=O)Nc1c(C#N)c(C(C)(C)C)cn1C,-1,-21,0.033,7,5,7,2,0,-2
COc1cc(C2C3C(=O)N(c4ccccc4)C(=O)C3ON2c2ccccc2)cc(OC)c1OC (stereo not drawn),2,0,0.53,-7,15,12,2,3,2
CCNc1nc(OC)nc(Oc2ccc(=O)n(-c3ccccc3)n2)n1,10,-2,2.3,-11,-5,9,5,-16,4
Cc1ccc2[nH]c3c(=O)n(CCN4CCNCC4)cnc3c2c1,6,-4,-0.97,-31,-13,2,3,-8,0
CC1(C)CC(=O)C2=C(C1)N(Cc1ccco1)C(=O)C2(NC(=O)C1CCCCC1)C(F)(F)F (stereo not drawn),8,-2,0.28,16,-2,11,1,-8,7
Cc1cc(NC(=O)Cn2cnc3c2c(=O)n(C)c(=O)n3C)n(-c2ccccc2)n1,13,0,0.002,-22,-13,6,-2,-13,2
O=C(NCCCN1CCN(c2ccccc2F)CC1)C1CCC(=O)N1C1CCCCC1 (stereo not drawn),2,2,0.7,-2,2,4,0,-16,-1
CCOc1ccccc1NS(=O)(=O)c1ccc(OC)c(OC)c1,7,2,-1.4,-20,-2,-3,1,-6,1
COc1ccccc1N1CCN(C2=CC(=O)CCC2)CC1,20,.,-0.1,-4,3,2,-1,-10,4

# Structural class, the entries above with a thiophene ring, fused or not.
SMILES,AP ELISA ortho,Hsp90 block,D1 mod,tolC growth inh,MKP-1 inh,E coli RNAP,CatB block,Cdc25B inh,CatB mixtures
CCn1c(SCC(=O)c2ccc(CNC(C)=O)o2)nnc1-c1cccs1,.,-2,-0.054,0,27,.,.,-8,.
CCOC(=O)c1sc2nc(NC(=O)C(C)(C)C)sc2c1C,9,-4,-3.7,35,-6,8,-3,-9,8

# (further entries)
SMILES,AP ELISA ortho,Hsp90 block,D1 mod,tolC growth inh,MKP-1 inh,E coli RNAP,CatB block,Cdc25B inh,CatB mixtures
COc1cccc2cc(C(=O)C3=C(O)C(=O)N(Cc4ccco4)C3c3cccnc3)oc12 (stereo not drawn),-7,-15,-1.5,14,6,-6,2,-9,5
CCOC(=O)NCCc1c(C)nc2c(c(C)nn2C(C)(C)C)c1C,21,-3,0.85,57,34,4,-1,1,10
COC(=O)c1cc2sccc2n1CC(=O)Nc1cc(OC)cc(OC)c1,3,-6,.,11,10,5,7,-14,4
CCCCNC(=O)c1cc2c(=O)n3cccc(C)c3nc2n(Cc2ccccc2)c1=N,3,-10,0.12,43,-2,-7,-23,2,-11
CC(C)(C)NC(=O)CSc1nccn1Cc1ccccc1,3,-4,1.2,-1,9,10,0,-12,2
CN(C)S(=O)(=O)c1ccc(NC(=O)c2ccccn2)cc1,6,-8,-1.1,-1,-18,5,3,-8,0
CCOCCCNC(=O)C1CCC(=O)N1CCc1ccccc1 (stereo not drawn),13,-1,0.18,-16,-1,6,-3,25,3
c1ccc(C2C3=C(CCCC3)Nc3ncnn32)cc1 (stereo not drawn),-8,-2,2.2,-9,-2,11,6,-9,0
CCCS(=O)(=O)N1CCC(C(=O)NCC2CCCO2)CC1 (stereo not drawn),11,3,-0.4,-24,4,-1,3,3,-3
O=C1CCC(c2ccccc2)N1C(=O)c1cccnc1 (stereo not drawn),-10,-1,0.073,1,4,6,2,-1,2
O=C(Nc1cnccn1)C1c2ccccc2Oc2ccccc21,14,0,-0.85,7,-1,4,4,-3,21
O=C(Nc1nccs1)C1CCCN(S(=O)(=O)c2cccnc2)C1 (stereo not drawn),16,0,-0.014,-8,0,5,0,-10,2

# Part of the list above, limited to CatB mixtures:
structure	CatB mixtures
CCCS(=O)(=O)N1CCC(C(=O)NCC2CCCO2)CC1 (stereo not drawn)	-3
O=C1CCC(c2ccccc2)N1C(=O)c1cccnc1 (stereo not drawn)	2
O=C(Nc1cnccn1)C1c2ccccc2Oc2ccccc21	21
O=C(Nc1nccs1)C1CCCN(S(=O)(=O)c2cccnc2)C1 (stereo not drawn)	2

# Back to the main list, repeating the five entries before the break.
SMILES,AP ELISA ortho,Hsp90 block,D1 mod,tolC growth inh,MKP-1 inh,E coli RNAP,CatB block,Cdc25B inh,CatB mixtures
c1ccc(C2C3=C(CCCC3)Nc3ncnn32)cc1 (stereo not drawn),-8,-2,2.2,-9,-2,11,6,-9,0
CCCS(=O)(=O)N1CCC(C(=O)NCC2CCCO2)CC1 (stereo not drawn),11,3,-0.4,-24,4,-1,3,3,-3
O=C1CCC(c2ccccc2)N1C(=O)c1cccnc1 (stereo not drawn),-10,-1,0.073,1,4,6,2,-1,2
O=C(Nc1cnccn1)C1c2ccccc2Oc2ccccc21,14,0,-0.85,7,-1,4,4,-3,21
O=C(Nc1nccs1)C1CCCN(S(=O)(=O)c2cccnc2)C1 (stereo not drawn),16,0,-0.014,-8,0,5,0,-10,2
CCOC(=O)CSC1=C(C#N)C(c2ccco2)C(C(=O)Nc2cccc(C(F)(F)F)c2)=C(C)N1 (stereo not drawn),14,-6,-1.1,61*,6,2,1,-10,4
CC(=O)N(c1ccccc1)c1c(F)c(F)c(F)c(F)c1F,-3,-3,0.15,-6,7,7,3,-6,1
COc1ccc2nc(Nc3nc(C)c(C(C)=O)s3)sc2c1,7,1,.,9,40,5,0,23,0
CC(CCO)Nc1nc2c([nH]1)c(=O)n(C)c(=O)n2C (stereo not drawn),-6,-1,0.091,-19,-2,3,1,-8,1
O=C(Nc1nccs1)c1nc(-c2ccccc2)n(-c2ccccc2)n1,24,-5,0.56,-4,-9,5,4,-4,7
N#Cc1nc(Cc2ccccc2)oc1N1CCN(c2cccc(Cl)c2)CC1,2,3,3.5,28,-23,4,2,-4,5
c1cncc(-c2nc(NCc3ccco3)c3ccccc3n2)c1,5,-9,7.3*,30,1,1,1,-5,4
Cc1ccccc1C(=O)N1CCN(c2nc(N3CCOCC3)nc(N3CCOCC3)n2)CC1,9,-3,0.077,-17,-2,1,3,-6,3
Cc1ccc2cc(CCNC(=O)c3ccco3)c(=O)[nH]c2c1C,14,-2,-1.6,34,3,2,2,-4,-1
Cn1cc(S(=O)(=O)N2CCC(Cc3ccccc3)CC2)c(=O)n(C)c1=O,9,-3,0.23,10,14,7,2,-6,1
CCn1cc(C(=O)NCc2ccc3c(c2)OCO3)c2cc(OC)c(OC)cc2c1=O,15,-2,0.44,-13,29,2,-8,1,1
CCNc1cccc2c1C(=O)N(C)C2=O,7,-5,0.46,-8,-19,5,3,5,-2
COC(=O)N/C(C)=C1/NC(=O)c2ccccc2C(c2ccccc2)N1 (stereo not drawn),14,.,.,6,14,3,3,-6,7
CCOCCCNC(=O)c1cn(C)c(=O)c2cc(OC)c(OC)cc12,12,-4,-1.8,-9,-4,1,5,-2,1
Cn1c(=O)c2c(SC3CCCC3)nc(CC(C)(C)C)nc2n(C)c1=O,13,-2,0.02,-16,0,5,-8,-32,2
COc1cc(C)c(CNc2ccc(OC)c(OC)c2)cc1C,15,31,-0.59,-6,-3,.,.,-1,.
COc1ccc2c3c(c(=O)oc2c1OCC(N)=O)CCCC3,10,0,.,3,1,0,3,2,3
CN(C)c1nc(SCCOC(=O)COc2ccc(Cl)cc2Cl)nc(N(C)C)n1,-12,-3,1.2,17,24,9,1,-4,-1
Cc1cccc(N2CCN(C(=O)C3CCCN(S(=O)(=O)c4cccc5cccnc45)C3)CC2)c1C (stereo not drawn),-6,-6,-1.7,15,9,8,7,-24,4
Cn1nnnc1SCC(=O)Nc1ccc(Br)cc1Cl,8,5,0.017,-10,9,2,-1,2,1
Cc1ccc2cc(CN(Cc3ccc4c(c3)OCO4)Cc3nnnn3Cc3ccco3)c(=O)[nH]c2c1,10,0,.,22,34,9,1,1,5
CCOC(=O)CNC(=O)Nc1cc(C(C)(C)C)nn1-c1ccccc1,14,.,.,-7,13,4,2,-11,-1
CN(C)C(=S)c1ccc2ccccc2n1,-12,.,0.57,1,1,1,9,6,7
CCOC(=O)CNC(=O)CSc1nnnn1-c1ccc(C)c(C)c1,16,-1,2.4,-1,-11,3,0,7,-7
COc1ccccc1NC(=O)CSc1nnc(-c2ccccn2)n1Cc1ccco1,7,.,0.89,18,11,6,6,1,9
O=C(CSc1nnc(-c2cccnc2)o1)Oc1ccccc1,11,-2,-1.3,-15,4,5,1,5,4
